BAZ2B inh: BAZ2B (human) inhibition; Q9UIF8; AlphaScreen BAZ2B-H3K14Ac peptide displacement; Potency, µM (series often up to 114 µM), for the others: at the top dose activity change, negative = inhibition, most hits filed as inhibitors; hit rate 4.4% among 360,000; AID 504333; also: % is scaled to controls: 0 for no effect and ±100 for the full control effect; nearly all actives have a fitted effect of over 60% in size
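Complex of BAZ2B and biotin-H3K14Ac (50 nM apiece) forms over 30 min at RT, then faces library compounds up to 110 uM for another 30 min; AlphaScreen beads added, 20 min dark incubation, luminescence read.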
Pol kappa inh: inhibitors of human DNA polymerase kappa | hit rate 0.53% among 400,000 | Potency, µM (doses to about 107 µM), inactives show at the highest dose activity, negative = inhibition, most hits filed as inhibitors | purified Pol kappa, fluorescent DNA synthesis assay, 10 min; also: % is scaled to controls: 0 for no effect and ±100 for the full control effect
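10 nM Pol kappa preincubated 15 min at room temperature with compounds, then reaction started with substrate at 50 nM final. Fluorescence read kinetically at 0 and 10 min; buffer-only wells served as negative control.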
POLH inh: blocks human DNA polymerase eta activity | Q9Y253 | recombinant Pol eta, fluorescent DNA replication assay | Potency, µM (titrated, usually from 114 µM), for the others: at the highest dose activity change, negative = inhibition, most hits filed as inhibitors | hit rate 1.2% among 390,000 | AID 588591; also: % is scaled to controls: 0 for no effect and ±100 for the full control effect
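Pol eta at 10 nM preincubated with compounds 15 min at room temperature; reaction started with fluorescent substrate (50 nM final) and read kinetically at 0 and 10 min.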
G9a inh: inhibitors of human histone lysine methyltransferase G9a; Q96KQ7; G9a H3K9 monomethylation, AlphaScreen, 2 h; Potency, µM (doses to about 102 µM), inactives show at the highest dose activity, negative = inhibition, most hits filed as inhibitors; hit rate 8.8% among 350,000; also: % is scaled to controls: 0 for no effect and ±100 for the full control effect; nearly all actives have a fitted effect of over 75% in size
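Readings reflect AlphaScreen signal from monomethyl-H3K9 antibody detection. HMT at 20 nM; substrate b-H3K9 500 nM; cofactor SAM 20 uM; 2 h RT reaction; compounds tested as titrations in qHTS with 15 min preincubation.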
JMJD2A Tudor: inhibitors of human JMJD2A Tudor domain | AlphaScreen JMJD2A-Tudor / H3K4me3 peptide binding | Potency, µM (titrated, usually from 114 µM), inactives show at the highest dose activity change, negative = inhibition, usual class: inhibitors | hit rate 4.4% among 390,000; also: % is scaled to controls: 0 for no effect and ±100 for the full control effect; nearly all actives have a fitted effect of over 50% in size
POLB inh: blocks human DNA polymerase beta activity; Pol beta primer extension/strand displacement, fluorescence kinetic; Potency, µM (titrated, usually from 114 µM), without a hit: at the highest dose activity change, negative = inhibition, hits mostly inhibitors; hit rate 1.3% among 340,000; AID 485314; also: % is scaled to controls: 0 for no effect and ±100 for the full control effect
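Enzyme-only controls used 10 nM Pol beta; buffer lacking enzyme served as negative control. Compound preincubated 15 min, then 50 nM substrate added; 0 and 10 min reads at room temperature.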
APEX1 inh: blocks human APE1 abasic DNA cleavage; Potency, µM (titrated, usually from 65.8 µM), for inactives: at the highest dose activity change, negative = inhibition, hits mostly inhibitors; recombinant APE1, TAMRA/BHQ-2 abasic DNA cleavage fluorescence; P27695; hit rate 0.35% among 350,000;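 also: plate controls were vehicle for no effect and reference inhibitor for full effect; nearly all actives have a fitted effect of over 55% in size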
Target sequence (P27695 whole entry, looked up): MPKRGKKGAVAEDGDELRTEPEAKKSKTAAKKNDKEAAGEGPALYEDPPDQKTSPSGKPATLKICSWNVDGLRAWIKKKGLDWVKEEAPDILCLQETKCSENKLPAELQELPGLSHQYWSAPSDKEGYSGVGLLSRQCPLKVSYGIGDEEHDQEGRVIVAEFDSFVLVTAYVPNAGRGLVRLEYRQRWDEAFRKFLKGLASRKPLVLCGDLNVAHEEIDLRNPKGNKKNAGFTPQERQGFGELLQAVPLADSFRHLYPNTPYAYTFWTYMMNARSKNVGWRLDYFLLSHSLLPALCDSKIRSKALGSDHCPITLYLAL
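APE1 at 0.75 nM final was preincubated with compound 15 min at room temperature, then 50 nM double-stranded THF abasic-site substrate (5'-TAMRA/3'-BHQ-2) was added. Fluorescence (ex 525/em 598 nm) was read kinetically; third-minus-first read gave activity.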
POLI inh: DNA polymerase iota (human) inhibition. Pol iota fluorescent replication assay, 10 min. Potency, µM (titrated, usually from 115 µM), for inactives: at the top dose activity, negative = inhibition, actives largely listed as inhibitors. hit rate 1% among 390,000
Target sequence (Q9UNA4 whole entry, looked up): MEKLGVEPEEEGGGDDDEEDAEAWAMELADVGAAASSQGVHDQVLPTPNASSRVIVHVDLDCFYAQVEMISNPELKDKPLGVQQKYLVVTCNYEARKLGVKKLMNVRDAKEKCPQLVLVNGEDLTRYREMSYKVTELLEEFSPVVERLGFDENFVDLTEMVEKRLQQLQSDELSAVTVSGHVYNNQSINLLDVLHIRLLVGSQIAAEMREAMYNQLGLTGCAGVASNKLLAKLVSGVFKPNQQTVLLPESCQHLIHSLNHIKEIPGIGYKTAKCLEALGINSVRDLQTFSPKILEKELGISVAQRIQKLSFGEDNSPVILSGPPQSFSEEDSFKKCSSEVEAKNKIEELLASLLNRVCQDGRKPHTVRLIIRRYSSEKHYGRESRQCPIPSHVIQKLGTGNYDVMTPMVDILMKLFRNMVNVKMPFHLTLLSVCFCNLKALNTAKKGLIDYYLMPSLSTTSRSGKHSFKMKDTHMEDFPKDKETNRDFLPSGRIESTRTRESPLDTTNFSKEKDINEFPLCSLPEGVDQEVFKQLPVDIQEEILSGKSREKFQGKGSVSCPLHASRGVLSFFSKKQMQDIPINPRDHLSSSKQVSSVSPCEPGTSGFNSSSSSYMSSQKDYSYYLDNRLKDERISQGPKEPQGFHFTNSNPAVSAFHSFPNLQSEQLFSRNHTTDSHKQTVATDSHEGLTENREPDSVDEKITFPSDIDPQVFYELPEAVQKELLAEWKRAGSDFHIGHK
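Pol iota at 10 nM preincubated 15 min with compounds at room temperature; reaction started with fluorescent substrate, 50 nM final. Fluorescence read kinetically at 0 and 10 min; buffer-only wells as negative control.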
BLM inh: Bloom syndrome helicase (human) inhibition. recombinant BLM DNA unwinding, fluorescence dequenching. P54132. Potency, µM (titrated, usually from 56.1 µM), without a hit: top-dose activity change, negative = inhibition, usual class: inhibitors. hit rate 0.2% among 350,000. AID 2528;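 also: plate controls were vehicle for no effect and no enzyme for full effect; nearly all actives have a fitted effect of over 35% in size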
Active calls of the source: *; ? = inconclusive; . = no result given; & = joins results of further samples; [ ] = dose if it differs, or a comment. Calls follow the shape of the dose curve; as a rule, active = well fitted curve in the direction sought with a large enough effect; inconclusive = small, poorly fitted or top-dose-only effect, or another doubt; inactive = no such curve, though single readings can be large; an effect the other way counts as inactive or inconclusive. Potency is read from the fitted curve at half-maximal effect.

Fields: BAZ2B inh, Pol kappa inh, POLH inh, G9a inh, JMJD2A Tudor, POLB inh, APEX1 inh, POLI inh, BLM inh
(1) CCCNC(=O)Nc1ccccc1SC
→ -18%, -1%, -3%, 40µM*, -16%, 22%, -2%, 2%, 0%
(2) COC(=O)c1ccc(NC(=O)CSc2n[nH]c(-c3ccncc3)n2)cc1
→ 0%, -28%, -20%, 35µM*, 3%, 3%, 2%, -1%, 1%
(3) CCOC(=O)Cn1nnnc1C(C(C)C)N(Cc1cccs1)Cc1cc2cc(C)ccc2[nH]c1=O (stereo not given)
→ -30%, -22%, -16%, ?, ?, 21%, 0%, 44%[activator], -11%
(4) CCOC(=O)Nc1ccc2c(c1)N(C(=O)C(C)N1CCCC1)c1ccccc1CC2 (stereo not given)
→ -23%, -6%[60.1 µM], 10%, -8%, -20%, -10%, 4%, 14%, -2%
(5) O=C(Nc1ccc(F)c(F)c1)c1cc(S(=O)(=O)NC2CCCC2)ccc1F
→ ?, -19%[60.1 µM], -16%, -4%[59 µM], -4%, 2%, ., -9%, -15%
(6) Cc1ccccc1C(=O)NC(=O)Nc1ccc(-n2nc(C(F)(F)F)cc2C(F)(F)F)cc1
→ -12%, 0%, -6%, 4%[59 µM], -10%, 13%, ., 0%, -5%
(7) O=C(COc1ccc(Cl)cc1)NCCSc1ccccc1
→ 11%, -18%, -20%, 15%, 20%, 0%, 1%, 13%, -4%
(8) Cc1cc(/C=N/NC(N)=S)c(O)c(/C=N/NC(N)=S)c1
→ 3.2µM*, -4%, -10%, 2%, 13µM*, 13%, 2%, 44%[activator], 0%
(9) COc1ccc(/C=C(\NC(=O)c2ccccc2)C(=O)NCC2CCCO2)cc1 (stereo not given)
→ 6%, -5%, 6%, 66%[activator], -6%, 15%, 9%, 126%[activator], -2%
(10) CCCn1c(-c2cccs2)nc2nc3ccccc3nc21
→ 19%, -6%, -14%, 88%[activator], 38%[activator], 10%, -1%, 4%, 2%
(11) COC1(OC)N=C(N)C2(C#N)C(c3cccc(Oc4ccccc4)c3)C12C#N (stereo not given)
→ -30%, -4%, -18%, -12%[59 µM], -16%, 48%, -2%, -2%, 1%
(12) CCc1cccc(N(C(=O)c2csnn2)C(C(=O)NC(C)(C)CC)c2ccccn2)c1 (stereo not given)
→ 13%, -5%, 0%, 24%, -16%, 2%, 0%, -9%, -4%
(13) O=C(CN1CCCCCC1)Nc1ccccc1C(=O)Nc1ccccc1
→ 8%, -9%, -6%, 10%[0.501 µM], -18%, ., 7%, -1%, .
(14) CCCCOC(=O)c1ccc(NC(=O)c2c(N)n(C)c(=O)[nH]c2=O)cc1
→ ., -2%, 7%, ., -6%, ., ., 7%, .
(15) COCCN1C(=O)C(=O)/C(=C(/O)c2ccc(S(=O)(=O)N3CCOCC3)cc2)C1c1cccc([N+](=O)[O-])c1 (stereo not given)
→ -37%[57.1 µM], -8%, -18%, ?, ?, 0%, 13%, 12%, 1%
(16) CCN(CC)C(=O)C(=O)N/N=C/c1ccc(C(=O)O)cc1
→ -1%, -16%, -25%, 1%[59 µM], 0%, -5%, 1%, 13%, 5%
(17) Cc1c([N+](=O)[O-])cc(N2C(=O)C=CC2=O)cc1[N+](=O)[O-]
→ ., ?, -14%, ., 22µM*, ., ., 10µM*, .
(18) COc1ccc(NC(=O)c2ccc3[nH]c(C)c(C)c3c2)cc1
→ ?, 2%, -24%, ?, -36%, 3%, 33%, 0%, -3%
(19) Cc1noc(C)c1C(=O)N1CCC[C@@]2(CCN(C(c3ccccc3)c3ccccc3)C2)C1
→ ., 2%[60.1 µM], ., -5%[12.7 µM], ., ., 25%, ., 3%
(20) COc1ccc(C2c3[nH]c4ccccc4c3CCN2CCCn2cccn2)c(C)c1C (stereo not given)
→ ?, -8%, -22%, 40µM*, ?, -20%, -3%, 91%[activator], -5%

Some of the entries above in another layout.
[3] CCOC(=O)Cn1nnnc1C(C(C)C)N(Cc1cccs1)Cc1cc2cc(C)ccc2[nH]c1=O (stereo not given)
- BAZ2B inh: -30%
- Pol kappa inh: -22%
- POLH inh: -16%
- G9a inh: ?
- JMJD2A Tudor: ?
- POLB inh: 21%
- APEX1 inh: 0%
- POLI inh: 44%[activator]
- BLM inh: -11%
[4] CCOC(=O)Nc1ccc2c(c1)N(C(=O)C(C)N1CCCC1)c1ccccc1CC2 (stereo not given)
- BAZ2B inh: -23%
- Pol kappa inh: -6%[60.1 µM]
- POLH inh: 10%
- G9a inh: -8%
- JMJD2A Tudor: -20%
- POLB inh: -10%
- APEX1 inh: 4%
- POLI inh: 14%
- BLM inh: -2%
[5] O=C(Nc1ccc(F)c(F)c1)c1cc(S(=O)(=O)NC2CCCC2)ccc1F
- BAZ2B inh: ?
- Pol kappa inh: -19%[60.1 µM]
- POLH inh: -16%
- G9a inh: -4%[59 µM]
- JMJD2A Tudor: -4%
- POLB inh: 2%
- APEX1 inh: .
- POLI inh: -9%
- BLM inh: -15%
[6] Cc1ccccc1C(=O)NC(=O)Nc1ccc(-n2nc(C(F)(F)F)cc2C(F)(F)F)cc1
- BAZ2B inh: -12%
- Pol kappa inh: 0%
- POLH inh: -6%
- G9a inh: 4%[59 µM]
- JMJD2A Tudor: -10%
- POLB inh: 13%
- APEX1 inh: .
- POLI inh: 0%
- BLM inh: -5%

Further compounds
Fields: BAZ2B inh, Pol kappa inh, POLH inh, G9a inh, JMJD2A Tudor, POLB inh, APEX1 inh, POLI inh, BLM inh
(21) COCCn1c(SCc2ccccc2F)nc2ccccc2c1=O
→ 110%[activator], 4%, -18%, 153%[activator], 79%[activator], 0%, -4%, 45%[activator], -2%
(22) Cc1cccc(C(=O)OC2CCOC2=O)c1O (stereo not given)
→ 8%, 6%, -7%, 15%, -3%, 29%, 27%, 8%, -1%
(23) Cc1onc(-c2ccccc2)c1C(=O)Nc1ccc(S(=O)(=O)N2CCCCC2)cc1
→ -5%, 3%, -13%, ?, -11%, 4%, -7%, -26%, -7%
(24) Cn1nnc(NC(=O)c2ccccc2)n1
→ 1%, 12%, -4%, 16%[59 µM], -1%, -4%, -1%, -9%, 0%
(25) COc1ccccc1OCC(=O)Nc1cc2c(cc1C(=O)O)OCCCO2
→ -20%, -10%, -23%, 7.9µM*, 79µM*, 86%, 14%, 97%[activator], 1%
(26) C=CC[n+]1ccc2ccccc2c1C
→ 3%, 4%, -11%, -37%, ?, 65%, 12%, 120%[activator], 3%
(27) O=C(CCc1ccc(S(=O)(=O)NCc2ccccc2)cc1)N1CCN(Cc2ccc3c(c2)OCO3)CC1
→ -4%, -9%, -10%, -19%, -27%, 2%, -10%, 4%, -1%
(28) CCN(CC)CCCNC(=O)c1cn(C)c2ccc(S(=O)(=O)N(C)C3CCCCC3)cc2c1=O
→ -5%[57.1 µM], -5%&-2%, 4%&-17%, 9%, -14%&-14%, 52%&1%, 6%, ?, 6%&2%
(29) CCOc1ccc(C(=O)NC2CCN(C(=O)NCc3ccccc3)CC2)cc1
→ 4%, -6%, 1%, 9%, -6%[57.1 µM], 0%, 0%, ?, -2%
(30) CCCC1CCC(c2ccc(C(=O)NN)cc2)CC1 (stereo not given)
→ -1%, -4%, -17%, 28%[59 µM], -16%[57.1 µM], -4%, 2%, 15%, -8%
(31) CCC(=O)N[C@@H]1CC(C(C)(C)NC(=O)CC)CC=C1C (stereo not given in full)
→ -2%, 1%, 0%, -41%, 50µM*, -19%, -1%, 9%, 0%
(32) COC(=O)CSc1nc(NC#N)nc(NC(C)(C)C)n1
→ -4%, -6%, 4%, ?, -22%, 9%, 2%, 40%, -1%
(33) COc1ccc(N2C(=O)C(CC(=O)Nc3ccc(Cl)cc3)N(Cc3ccc4c(c3)OCO4)C2=O)cc1 (stereo not given)
→ -5%, -5%, -19%, ?, -12%, 37%[activator], ., 9%, -8%
(34) O=C(C1CCN(S(=O)(=O)c2cccc3cccnc23)CC1)N1CCN(C2CCCCC2)CC1
→ -3%, -3%, 13%, 35µM*, -27%, -26%, 1%, 21%, -1%
(35) Cc1cccc(NC(=O)C2CCN(S(=O)(=O)c3ccc(Cl)cc3)CC2)n1
→ -1%, -1%, -18%, -22%, -9%, ., 38%, 11%, .
(36) Cc1ccc(S(=O)(=O)N2Cc3ccccc3CC2C(=O)NC(C)(C)C)cc1 (stereo not given)
→ 5%, 0%, -14%, 22%, -1%, 68%, -8%, -6%, -2%
(37) CC1(C)CC(O)(CCNCc2ccc3c(c2)OCO3)CCO1 (stereo not given)
→ -2%, -11%, -14%, 9%, -6%, -18%, -2%, -7%, -2%
(38) COc1ccc(N(C(=O)COc2ccc(Br)cc2)S(=O)(=O)c2ccc(C)cc2)cc1
→ -4%, -17%, -15%, -44%[59 µM], -5%, 0%, ., -4%, -7%
(39) COCCCN(CC(=O)Nc1ccc(N2CCOCC2)cc1)S(=O)(=O)c1ccc(Cl)cc1
→ ., -8%, -6%, ?, 79µM*, 2%, -6%, ?, -1%
(40) COc1ccc(CC(=O)N2CCc3cc(OC)c(OC)cc3C2COc2ccc(OC)cc2)cc1 (stereo not given)
→ -39%, -5%[60.1 µM], -13%, ?, ?, 5%, ., -4%, -6%
(41) CN1CCN(C(c2cccc(Br)c2)c2sc3nc(-c4ccco4)nn3c2O)CC1 (stereo not given)
→ -20%, -6%[60.1 µM], -5%, -3%[59 µM], -20%, 35%[activator], ., -9%, 1%
(42) NC(=O)c1c(NC(=O)CSc2nnc(-c3ccco3)n2N)sc2c1CCCC2
→ 63%[activator], -17%, 13µM*, ?, 9%[11.4 µM], 40µM*, ?, ?, -17%

7 compounds already listed, sorted by the number in G9a inh, ascending:
No.	Compound	G9a inh
31	CCC(=O)N[C@@H]1CC(C(C)(C)NC(=O)CC)CC=C1C (stereo not given in full)	-41%
26	C=CC[n+]1ccc2ccccc2c1C	-37%
35	Cc1cccc(NC(=O)C2CCN(S(=O)(=O)c3ccc(Cl)cc3)CC2)n1	-22%
27	O=C(CCc1ccc(S(=O)(=O)NCc2ccccc2)cc1)N1CCN(Cc2ccc3c(c2)OCO3)CC1	-19%
28	CCN(CC)CCCNC(=O)c1cn(C)c2ccc(S(=O)(=O)N(C)C3CCCCC3)cc2c1=O	9%
22	Cc1cccc(C(=O)OC2CCOC2=O)c1O (stereo not given)	15%
36	Cc1ccc(S(=O)(=O)N2Cc3ccccc3CC2C(=O)NC(C)(C)C)cc1 (stereo not given)	22%

Assay outcomes: PubChem BioAssay, National Center for Advancing Translational Sciences (NCATS)

These rows are one share of the data. The share of hits here may be higher or lower than overall.
